High-throughput results as filed in PubChem.
TcdB GH inh: blocks C. difficile toxin B glycohydrolase activity | P18177 | TcdB glycohydrolase enzymatic assay, plate reader | inhibition, % at 9.99 µM | 350,000 tested, 0.24% active | AID 652162; in the data active means inhibition above about 10%
Starred values were filed as active, the others as inactive. A portion of the library, so the mix of outcomes need not match the whole.

SMILES	TcdB GH inh
C[C@@H]1CN([C@H](C)CO)C(=O)Cc2cc(NC(=O)CCC(F)(F)F)ccc2O[C@@H]1CN(C)Cc1ccccc1	0.9
O=C(C[C@@H]1C[C@H]2c3cc(NC(=O)C4CCC4)ccc3O[C@H]2[C@H](CO)O1)NCc1ccccn1	-0.1
C[C@@H]1CCCCO[C@H](CN(C)C(=O)CCC(F)(F)F)[C@H](C)CN([C@@H](C)CO)C(=O)c2cc(NS(=O)(=O)c3cn(C)cn3)ccc2O1	-0.3
Cc1cccc(S(=O)(=O)N2CCCCN3[C@H](CO)[C@H](c4ccc(C#CC(C)C)cc4)[C@@H]3C2)c1	-4.4
O=C(C[C@H]1C[C@@H]2c3cc(NC(=O)C4CCOCC4)ccc3O[C@@H]2[C@H](CO)O1)NCc1ccccc1	-0.6
CN(C)C(=O)c1ccc(-c2ccccc2[C@@H]2[C@@H](CO)N(C(=O)C3CC3)[C@H]2C#N)cc1	-0.6
O=C(Cc1ccccn1)N[C@H]1C=C[C@H](CC(=O)N2CCCCC2)O[C@H]1CO	-0.9
Cc1ccc(S(=O)(=O)N(C)C[C@H]2Oc3c(NC(=O)C4CCOCC4)cccc3C(=O)N([C@H](C)CO)C[C@H]2C)cc1	-0.6
CC(=O)N[C@H]1CC[C@H](CCNC(=O)C2CCCCC2)O[C@@H]1CO	-0.3
CC(C)NC(=O)N1[C@H](C#N)[C@@H](c2ccc(-c3ccc(F)cc3)cc2)[C@H]1CO	0.6
C[C@H]1CN([C@@H](C)CO)C(=O)c2cccc(NS(C)(=O)=O)c2O[C@H]1CN(C)Cc1ccc(Cl)c(Cl)c1	-1.2
COCCNC(=O)C[C@@H]1C[C@H]2c3cc(NC(=O)COC)ccc3O[C@H]2[C@H](CO)O1	-1.4
C[C@H](CO)N1C[C@H](C)[C@H](CN(C)S(=O)(=O)c2ccc(F)cc2)Oc2ncc(C#CCN(C)C)cc2C1=O	-0.5
C[C@@H]1CN([C@@H](C)CO)C(=O)c2cc(C#Cc3cccnc3)cnc2O[C@@H]1CN(C)C(=O)CC1CC1	-3.0
COc1cccc(-c2cccc(-c3nc(C(=O)O)cc4c3[C@H](CCO)N(S(=O)C(C)(C)C)C4)c2)c1 (stereo partly specified)	-1.4
CO[C@H]1CN(C)C(=O)c2cc(NC(=O)c3ccc4c(c3)OCO4)ccc2OC[C@H](C)N(CCC(F)(F)F)C[C@@H]1C	-0.4
C[C@@H]1CN([C@H](C)CO)S(=O)(=O)c2ccc(C3=CCCCC3)cc2O[C@@H]1CN(C)C(=O)CC1CC1	0.0
C[C@H](CO)N1C[C@H](C)[C@@H](CN(C)C(=O)Cc2ccccc2)OCCCC[C@H](C)Oc2ccc(N(C)C)cc2C1=O	-16
COc1ccc(S(=O)(=O)N(C)C[C@@H]2Oc3ccc(NC(=O)C4CC4)cc3CC(=O)N([C@@H](C)CO)C[C@@H]2C)cc1	0.3
C[C@H]1CN([C@@H](C)CO)S(=O)(=O)c2ccc(-c3ccc(C(=O)N(C)C)cc3)cc2O[C@@H]1CN(C)C	-0.8
C[C@@H]1CN([C@@H](C)CO)C(=O)Cc2cc(NC(=O)Cn3cnnn3)ccc2O[C@@H]1CN(C)CC1CCCCC1	-0.3
CCC(=O)N1CC2(CCN(Cc3cccnc3)CC2)c2c(n(C)c3cc(OC)ccc23)[C@@H]1CO	-0.1
C[C@H]1CN([C@@H](C)CO)C(=O)c2cccc(NS(=O)(=O)c3ccccc3)c2O[C@@H]1CN(C)C(=O)Nc1ccc(C(F)(F)F)cc1	4.5
Cc1noc(C)c1NC(=O)N[C@H]1CC[C@H](CC(=O)NCCCN(C)C)O[C@@H]1CO	0.9
C/C=C/c1cnc2c(c1)C(=O)N([C@H](C)CO)C[C@@H](C)[C@@H](CN(C)Cc1cccc(C(=O)O)c1)O2	0.1
O=C(C[C@@H]1CC[C@H]2[C@@H](COC[C@H](O)CN2Cc2ccc(Cl)cc2)O1)NCCc1ccccc1	-0.8
O=C(C[C@@H]1CC[C@H](NC(=O)Nc2ccccc2F)[C@@H](CO)O1)NCc1ccccc1	-0.6
C[C@H](CO)N1C[C@H](C)[C@H](CN(C)S(=O)(=O)c2cccs2)Oc2ccc(NC(=O)NC3CCCCC3)cc2CC1=O	0.2
CN(C)C(=O)C[C@@H]1CC[C@@H]2[C@H](COC[C@@H](O)CN2CC2CCOCC2)O1	-1.1
C[C@@H]1CN([C@H](C)CO)C(=O)c2cc(NC(=O)NC3CCCCC3)ccc2O[C@@H](C)CCCCO[C@@H]1CN(C)Cc1ccncc1	1.4

Compounds listed so far that have a cyano group:
SMILES	TcdB GH inh
CN(C)C(=O)c1ccc(-c2ccccc2[C@@H]2[C@@H](CO)N(C(=O)C3CC3)[C@H]2C#N)cc1	-0.6
CC(C)NC(=O)N1[C@H](C#N)[C@@H](c2ccc(-c3ccc(F)cc3)cc2)[C@H]1CO	0.6

Next entries
SMILES	TcdB GH inh
COc1ccccc1-c1ccccc1[C@@H]1[C@@H](CO)N(C(=O)CN(C)C)[C@H]1C#N	1.8
CC=Cc1ccc2n(c1=O)C[C@@H]1[C@@H](CO)[C@H](C(=O)N[C@H](C)c3ccccc3)[C@H]2N1Cc1ccccc1 (mixture of isomers)	1.6
CCCNC(=O)[C@@H]1[C@@H](CO)[C@@H]2Cn3c(ccc(-c4cccnc4)c3=O)[C@H]1N2C(=O)Nc1ccccc1	-0.2
COc1ccc(S(=O)(=O)N[C@H]2CC[C@H](CC(=O)NCCc3ccncc3)O[C@@H]2CO)cc1	-1.0
O=C(Nc1ccccc1F)N1C[C@@H]2[C@H](c3ccccc31)[C@@H](CO)N2C(=O)C1CC1	-0.5
COc1cccc(NC(=O)N[C@H]2CC[C@H](CC(=O)Nc3ccc(-c4ccccc4)cc3)O[C@@H]2CO)c1	-0.6
CCCNC(=O)N1CC2(CN(CC3CC3)C2)c2c([nH]c3cc(OC)ccc23)[C@@H]1CO	1.7
CC(C)CC#Cc1cnc2c(c1)C(=O)N([C@H](C)CO)C[C@@H](C)[C@H](CN(C)CC1CCOCC1)O2	-0.5
C[C@H]1CN([C@@H](C)CO)C(=O)c2cc(NC(=O)CCCN(C)C)ccc2O[C@@H]1CN(C)Cc1ccc(Cl)c(Cl)c1	-0.2
C[C@@H]1CN([C@@H](C)CO)S(=O)(=O)c2ccc(-c3cccc(C(=O)N(C)C)c3)cc2O[C@@H]1CN(C)C(=O)Cc1ccccn1	0.2

Arranged by SMILES length (low to high): some entries from above
SMILES	TcdB GH inh
CCCNC(=O)N1CC2(CN(CC3CC3)C2)c2c([nH]c3cc(OC)ccc23)[C@@H]1CO	1.7
COc1ccc(S(=O)(=O)N[C@H]2CC[C@H](CC(=O)NCCc3ccncc3)O[C@@H]2CO)cc1	-1.0
COc1cccc(NC(=O)N[C@H]2CC[C@H](CC(=O)Nc3ccc(-c4ccccc4)cc3)O[C@@H]2CO)c1	-0.6
CC(C)CC#Cc1cnc2c(c1)C(=O)N([C@H](C)CO)C[C@@H](C)[C@H](CN(C)CC1CCOCC1)O2	-0.5
CCCNC(=O)[C@@H]1[C@@H](CO)[C@@H]2Cn3c(ccc(-c4cccnc4)c3=O)[C@H]1N2C(=O)Nc1ccccc1	-0.2
C[C@H]1CN([C@@H](C)CO)C(=O)c2cc(NC(=O)CCCN(C)C)ccc2O[C@@H]1CN(C)Cc1ccc(Cl)c(Cl)c1	-0.2

(listing goes on)
SMILES	TcdB GH inh
C[C@@H]1CCCCO[C@H](CN(C)Cc2ccc(C(F)(F)F)cc2)[C@@H](C)CN([C@H](C)CO)C(=O)c2cc(NC(=O)NC3CCCCC3)ccc2O1	-0.3
O=C(C[C@H]1C[C@@H]2c3cc(NC(=O)Nc4ccccc4F)ccc3O[C@@H]2[C@@H](CO)O1)NCc1ccncc1	1.5
COc1ccc(S(=O)(=O)N(C)C[C@@H]2Oc3ccc(NC(=O)CCC(F)(F)F)cc3C(=O)N([C@H](C)CO)C[C@@H]2C)cc1	-0.5
C[C@@H]1CN([C@H](C)CO)C(=O)c2cccc(NS(C)(=O)=O)c2O[C@H]1CN(C)CC1CC1	0.3
CC(C)NC(=O)N(C)C[C@H]1Oc2c(NC(=O)CCCCCC(=O)Nc3ccccc3N)cccc2C(=O)N([C@@H](C)CO)C[C@@H]1C	-0.2
C[C@@H]1CCCCO[C@@H](CN(C)C(=O)Nc2cccc3ccccc23)[C@H](C)CN([C@@H](C)CO)C(=O)c2cc(NS(=O)(=O)c3ccccc3)ccc2O1	0.4
O=C(NC1CCCCC1)N[C@H]1C=C[C@@H](CC(=O)N2CCOCC2)O[C@H]1CO	-1.3
O=C(C1CC1)N1C[C@@H]2[C@H](c3ccccc31)[C@@H](CO)N2C(=O)c1cccc(F)c1	-1.2
O=S(=O)(Cc1ccccc1)N1CCCCN2[C@@H](CO)[C@H](c3ccc(-c4cncnc4)cc3)[C@@H]2C1	-1.1
C[C@H](CO)N1C[C@H](C)[C@H](CN(C)S(=O)(=O)c2cccc(F)c2)Oc2ncc(-c3cc4ccccc4o3)cc2C1=O	0.3
CCS(=O)(=O)N1[C@H](CO)[C@H](c2ccc(-c3cccc(F)c3)cc2)[C@@H]1C#N	0.2
CN1[C@@H]2c3ccc(-c4ccncc4)c(=O)n3C[C@H]1[C@H](CO)[C@H]2C(=O)NC1CCCCC1	1.1
CCC(=O)N1CC2(CN(Cc3nccs3)C2)c2c(n(C)c3cc(OC)ccc23)[C@H]1CO	1.3
COc1ccc(NC(=O)N(C)C[C@H]2OCCCC[C@H](C)Oc3ccc(NC(=O)Nc4ccc5c(c4)OCO5)cc3C(=O)N([C@@H](C)CO)C[C@H]2C)cc1	0.3
C[C@@H]1CCCCO[C@H](CN(C)C(=O)Nc2ccc(F)cc2)[C@@H](C)CN([C@H](C)CO)C(=O)c2cc(NC(=O)CCC(F)(F)F)ccc2O1	-0.3
CO[C@H]1CN(C)C(=O)c2ccc(NC(=O)C3CC3)cc2OC[C@H](C)N(Cc2ccccc2)C[C@H]1C	-19
C[C@@H]1CCCCO[C@H](CN(C)C(=O)Nc2ccc(C(F)(F)F)cc2)[C@@H](C)CN([C@@H](C)CO)C(=O)c2cc(NC(=O)NC3CCCCC3)ccc2O1	0.3
CCC(=O)N1C[C@H](O)COC[C@H]2O[C@@H](CC(=O)NCc3ccccc3Cl)CC[C@@H]21	-0.7
CN1c2ccc(C#Cc3cccnc3)cc2[C@@H]2[C@@H](CCN2S(=O)(=O)c2ccccc2F)[C@@H]1CO	-12
O=C(NCC1CC1)[C@H]1[C@H](CO)[C@H]2Cn3c(cccc3=O)[C@@H]1N2C(=O)c1cccnc1	-9.0
C[C@@H]1CN([C@@H](C)CO)C(=O)c2cccc(NS(=O)(=O)c3cccs3)c2O[C@@H]1CN(C)Cc1ccccc1	-0.3
COc1ccc2c3c(n(C)c2c1)[C@H](CO)N(CC1CC1)CC31CCN(C(=O)CN(C)C)CC1	-4.1
COc1cccc(-c2ccc3c(c2)[C@H]2[C@H](CCN2C(=O)CN2CCOCC2)[C@@H](CO)N3)c1	2.6
CN(C)C(=O)C[C@@H]1C[C@H]2c3cc(NC(=O)Nc4ccc(C(F)(F)F)cc4)ccc3O[C@H]2[C@@H](CO)O1	0.5
CCS(=O)(=O)N1CC(=O)N2[C@H](C1)[C@@H](c1ccc(-c3ccc(C)cc3)cc1)[C@@H]2CO	0.6
OC[C@H]1[C@@H](c2ccc(-c3ccc(F)cc3)cc2)[C@@H]2CN(Cc3ccccn3)CCCCN12	0.0
O=C(C[C@@H]1CC[C@H]2[C@@H](COC[C@H](O)CN2Cc2cccc(C(F)(F)F)c2)O1)NCc1ccc(F)cc1	-0.4
C[C@@H]1CN([C@@H](C)CO)C(=O)c2cccc(N(C)C)c2O[C@H]1CN(C)S(=O)(=O)c1cn(C)cn1	-0.6
COc1ccc2c3c([nH]c2c1)[C@H](CO)N(C(=O)Nc1ccc(F)cc1)CC31CN(S(=O)(=O)c2ccccc2)C1	-0.2
C[C@H](CO)N1C[C@H](C)[C@@H](CN(C)Cc2ccc(Cl)c(Cl)c2)Oc2c(NC(=O)c3cnccn3)cccc2C1=O	0.4
C[C@H](CO)N1C[C@H](C)[C@H](CN(C)Cc2ccc(Oc3ccccc3)cc2)Oc2ccc(NC(=O)Cn3cnnn3)cc2C1=O	0.7
C[C@H](CO)N1C[C@H](C)[C@@H](CN(C)Cc2ccccc2C(F)(F)F)OCc2ccccc2-c2ccccc2C1=O	0.8
C[C@@H]1CN([C@@H](C)CO)C(=O)c2cc(NS(=O)(=O)c3ccccc3)ccc2O[C@H]1CN(C)C(=O)NC1CCCCC1	1.1
CCC(=O)Nc1ccc2c(c1)C(=O)N(C)[C@@H]1CC[C@@H](CC(=O)Nc3cccc(OC)c3)O[C@H]1CO2	-1.2
COCC(=O)N(C)C[C@H]1Oc2ncc(Br)cc2C(=O)N([C@H](C)CO)C[C@@H]1C	1.6
C[C@@H]1CCCCO[C@H](CN(C)S(C)(=O)=O)[C@@H](C)CN([C@@H](C)CO)C(=O)c2cc(NC(=O)Cc3ccccc3)ccc2O1	0.5
O=C(C[C@H]1CC[C@H](NS(=O)(=O)c2ccccc2)[C@@H](CO)O1)N1CCN(c2ccccc2)CC1	0.5
N#C[C@H]1[C@H](c2ccccc2)[C@@H](CO)N1C(=O)Cc1ccccn1	-0.6
CCS(=O)(=O)N1CC2(C1)CN(S(=O)(=O)c1cccc(OC)c1)[C@H](CO)c1[nH]c3cc(OC)ccc3c12	1.1
CC(=O)N1CC(=O)N2[C@H](CO)[C@H](c3ccc(-c4cccc(C(=O)N(C)C)c4)cc3)[C@@H]2C1	1.2
CNC[C@H]1Oc2c(NC(=O)Nc3ccc(OC)cc3)cccc2C(=O)N([C@H](C)CO)C[C@@H]1C	-0.7
C[C@H]1CCCCO[C@@H](CN(C)S(=O)(=O)c2cn(C)cn2)[C@@H](C)CN([C@@H](C)CO)C(=O)c2cc(NC(=O)CCC(F)(F)F)ccc2O1	-0.6

Exported as labelled records: entries from further up
C[C@@H]1CN([C@@H](C)CO)C(=O)c2cc(NS(=O)(=O)c3ccccc3)ccc2O[C@H]1CN(C)C(=O)NC1CCCCC1
- TcdB GH inh: 1.1
C[C@H](CO)N1C[C@H](C)[C@H](CN(C)Cc2ccc(Oc3ccccc3)cc2)Oc2ccc(NC(=O)Cn3cnnn3)cc2C1=O
- TcdB GH inh: 0.7
CC(=O)N1CC(=O)N2[C@H](CO)[C@H](c3ccc(-c4cccc(C(=O)N(C)C)c4)cc3)[C@@H]2C1
- TcdB GH inh: 1.2
C[C@H]1CCCCO[C@@H](CN(C)S(=O)(=O)c2cn(C)cn2)[C@@H](C)CN([C@@H](C)CO)C(=O)c2cc(NC(=O)CCC(F)(F)F)ccc2O1
- TcdB GH inh: -0.6
